From PubChem
Peg3 promoter – Peg3 promoter-driven luciferase inhibitors, primary screen, cell-based, HeLa, luciferase luminescence; HeLa PEG-Prom luciferase reporter, overnight; inhibition, % at 20 µM; hit rate 1.7% among 360,000; AID 588405, 2011;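 active = inhibition of at least 50% at 20 µM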
aDG glyco act – activators of alpha-DG glycosylation, primary screen, uHTS, Pro5-aDG cells, AlphaScreen; alpha-DG glycosylation AlphaScreen (IIH6); 0% Pro5, 100% B10-LARGE cell signal; activation, % at 10 µM; hit rate 0.22% among 360,000; AID 624168, 2012;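 active = activation of at least 8% versus controls, or a plate z-score of at least 8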;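 note: Pro5 are CHO cells carrying HIG-tagged alpha-DG that lacks glycosylation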
MITF TRPM1 inh – inhibitors of MITF-dependent TRPM1 promoter reporter, primary screen, cell-based, SK-MEL-5, single point, luciferase; SK-MEL-5 TRPM1 promoter luciferase, 24 h; inhibition, % at 12.5 µM; hit rate 0.83% among 330,000; AID 488899, 2010;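 active = mean inhibition across replicates of 60% or more, whatever share of single replicates reaches that level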; note: values of inactives mirror those of a sister screen read the other way
Exocytosis inh – LAMP-1 surface exposure blockers, TALL-104 cells – cell-based, flow cytometry, MLPCN library, primary screen; TALL-104 LAMP-1 surface exposure; cells stimulated with thapsigargin and PMA; inhibition, % at 10 µM; hit rate 0.66% among 360,000;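 active = inhibition above about 55%, limit read from the data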
NR2E3 ag-1 – inhibitors of NR2E3-RetCOR corepressor binding, primary screen, NR2E3 agonist project, biochemical, TR-FRET, GST-NR2E3, biotin-RetCOR; 1536-well; inhibition of corepressor binding, % at 4.78 µM; hit rate 0.12% among 320,000; AID 2300, 2010;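 active = percent inhibition above the cutoff of mean plus 3 SD of all tested compounds, set per screening campaign, cut at about 20% in these data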;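 note: 0% = DMSO wells and 100% = biotin wells as full block of FRET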
Target sequence (Q9Y5X4 whole entry, looked up): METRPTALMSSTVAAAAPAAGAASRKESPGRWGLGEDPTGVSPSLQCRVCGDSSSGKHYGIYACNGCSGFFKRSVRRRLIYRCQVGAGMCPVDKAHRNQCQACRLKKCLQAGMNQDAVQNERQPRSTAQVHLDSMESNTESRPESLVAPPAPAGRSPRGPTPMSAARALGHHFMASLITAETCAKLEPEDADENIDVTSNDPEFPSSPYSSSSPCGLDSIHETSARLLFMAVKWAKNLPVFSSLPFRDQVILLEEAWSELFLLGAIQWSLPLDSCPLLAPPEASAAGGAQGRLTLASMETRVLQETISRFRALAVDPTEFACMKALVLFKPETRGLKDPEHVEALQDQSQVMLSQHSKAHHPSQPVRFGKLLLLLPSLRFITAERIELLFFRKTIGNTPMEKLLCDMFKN
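System: GST-NR2E3 and biotin-RetCOR proteins; probe or stimulus: 7 nM biotin-RetCOR; doses: compound at 4.8 µM, single dose; schedule: Compound–protein incubation for 5 h at 4 °C; detection: time-resolved FRET; read-out: percent inhibition; controls: biotin wells as high control, 0.6% DMSO wells as low control; format: 1536-well plates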
NR2E3 ag-2 – NR2E3 agonists in two-hybrid cells, primary screen, cell-based, luminescence, CHO-S, Gal4-NCOR/VP16-NR2E3 | luciferase | inhibition of corepressor binding, % at 3.98 µM | hit rate 0.35% among 360,000 | AID 602229, 2012;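 active = inhibition above the mean of all tested compounds plus 3 SD, cut at about 70% in these data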;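 note: 0% = DMSO with NR2E3 transfected cells and 100% = cells lacking NR2E3 construct; higher means lower luciferase signal from less NR2E3 corepressor binding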
iPSC survival up – enhancers of single-cell hiPSC survival, primary screen, ATPlite luminescence | 100% = ROCK inhibitor wells, 0% = DMSO | survival enhancement, % at 20 µM | hit rate 0.044% among 360,000 | AID 602274, 2012; in the data active = survival enhancement above about 18%;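 note: cells exposed to compounds for 16 hours before the ATP read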
Vif inh – HIV Vif self-association inhibitors, primary screen, imaging, HEK293T, single point; AID 602346, 2012; HEK293T cells, Vif self-association by quenched fluorescence, 24 h; hit rate 0.35% among 340,000; inhibition, % at 7.49 µM; in the data active = inhibition above about 50%, passing the limit was not always enough; note: some results filed as inactive read as strong as hits
CaV13 FRET inh – Disruptors of the CACNA1D IQ motif to Ca2+-dependent inactivation inhibitor domain association, primary screening, Förster resonance energy transfer in intact living …; HEK cells, CFP/YFP FRET ICDI-IQ, plate reader, 10 min; percent FRET-ratio fall versus neutral wells; inhibition, % at 12.3 µM; hit rate 0.098% among 340,000;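 active = mean replicate inhibition of at least 30% and at least 1% of replicates passing that level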;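 note: 0% = median of the neutral control wells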
PDI inh – inhibitors of human PDI, primary screen, biochemical, turbidity, single point, plate reader | Protein disulfide-isomerase (Homo sapiens), P07237 | PDI insulin aggregation turbidity, A650, 90 min | inhibition, % at 10 µM | hit rate 0.052% among 350,000 | AID 588391, 2011;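 active = mean inhibition across replicates of 30% or more, whatever share of single replicates reach that level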;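 note: absorbance from insulin aggregation driven by PDI reduction with DTT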
Target sequence (P07237 whole entry, looked up): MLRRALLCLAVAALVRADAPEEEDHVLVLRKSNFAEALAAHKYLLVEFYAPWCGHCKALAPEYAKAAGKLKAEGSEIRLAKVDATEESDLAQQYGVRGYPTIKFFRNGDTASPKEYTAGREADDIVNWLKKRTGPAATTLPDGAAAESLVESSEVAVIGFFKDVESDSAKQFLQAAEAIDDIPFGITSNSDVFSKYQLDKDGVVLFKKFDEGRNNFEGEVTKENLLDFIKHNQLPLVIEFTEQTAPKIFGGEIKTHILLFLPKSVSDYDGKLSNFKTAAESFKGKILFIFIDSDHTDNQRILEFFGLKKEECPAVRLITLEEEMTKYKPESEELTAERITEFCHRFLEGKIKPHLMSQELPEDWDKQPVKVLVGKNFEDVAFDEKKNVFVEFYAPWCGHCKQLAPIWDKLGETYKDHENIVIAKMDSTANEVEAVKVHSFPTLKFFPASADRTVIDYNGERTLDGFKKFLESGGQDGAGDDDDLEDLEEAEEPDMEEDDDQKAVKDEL
HIF-2a inh – HIF-2a reporter inhibitors, primary screen, luminescence, 786-0 RCC cells. 786-0 RCC cells HIF-2a reporter, luciferase luminescence, overnight. inhibition, % at 18.8 µM. hit rate 0.72% among 360,000. AID 624352, 2012;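 active = inhibition of the luminescence signal of 40% or more relative to plate controls, in a single-dose primary screen at 18.75 µM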
* hit, by the source's call.

For Cc1cc(C(=O)Cn2cc(C(F)(F)F)ccc2=O)c(C)n1CC1CCCO1 (stereo unspecified) the results were Peg3 promoter -11, aDG glyco act 0.0, MITF TRPM1 inh 5, Exocytosis inh 0, NR2E3 ag-1 6, NR2E3 ag-2 -16, iPSC survival up -0.4, Vif inh -3, CaV13 FRET inh -3, PDI inh 3 and HIF-2a inh -6.
Screening O=C(c1cccc(F)c1)N1CCC(c2nc3ccccc3s2)CC1 returned Peg3 promoter 10, aDG glyco act -0.2, MITF TRPM1 inh 8, Exocytosis inh -1, NR2E3 ag-1 3, NR2E3 ag-2 -14, iPSC survival up 0.9, Vif inh 0, CaV13 FRET inh -5, PDI inh -16 and HIF-2a inh -11.
For CCN1CCCC1CNC1=NCCCCC1 (stereo unspecified) the results were Peg3 promoter -1, aDG glyco act -0.2, MITF TRPM1 inh -6, Exocytosis inh -3, NR2E3 ag-1 0, NR2E3 ag-2 13, iPSC survival up -1.1, Vif inh 5, CaV13 FRET inh -4, PDI inh 8 and HIF-2a inh -2.
Screening O=C(CNC(=O)c1nc[nH]c1C(=O)N1CCNCC1)OCc1ccccc1 returned Peg3 promoter -1, aDG glyco act -0.4, MITF TRPM1 inh -7, Exocytosis inh 0, NR2E3 ag-1 0, NR2E3 ag-2 14, iPSC survival up 2.9, Vif inh -2, CaV13 FRET inh -9, PDI inh -1 and HIF-2a inh 6.
`CN(CC(=O)Nc1c(Cl)cccc1Cl)C(=O)c1ccc(NS(=O)(=O)c2ccc3[nH]c(=O)[nH]c3c2)cc1` gave Peg3 promoter 5, aDG glyco act 0.0, MITF TRPM1 inh -1, Exocytosis inh -3, NR2E3 ag-2 11, iPSC survival up 2.4, Vif inh 4, CaV13 FRET inh -17, PDI inh 4 and HIF-2a inh 12.
S=C1NC[C@H](Cc2ccccc2)N1CCCCC1CCCCC1 was read as Peg3 promoter -110, aDG glyco act 2.1, MITF TRPM1 inh 41, Exocytosis inh -1, NR2E3 ag-1 2, NR2E3 ag-2 45, iPSC survival up -1.1, Vif inh 1, CaV13 FRET inh -12, PDI inh 1 and HIF-2a inh -80.
`O=C(NC(=S)Nc1ccccc1O)c1cncc(Br)c1` gave Peg3 promoter -51, aDG glyco act 0.0, MITF TRPM1 inh -24, Exocytosis inh 0, NR2E3 ag-1 -1, NR2E3 ag-2 -69, iPSC survival up -0.5, Vif inh 8, CaV13 FRET inh -21, PDI inh 7 and HIF-2a inh -135.
Screening CC(=O)Nc1c2c(nn1-c1ccc(Cl)cc1)CSC2 returned Peg3 promoter 9, aDG glyco act 0.0, MITF TRPM1 inh 3, Exocytosis inh -3, NR2E3 ag-1 -3, NR2E3 ag-2 -2, iPSC survival up 0.4, Vif inh 1, CaV13 FRET inh -8, PDI inh -5 and HIF-2a inh 12.
COC(=O)Nc1ccc(Oc2ccccc2)cc1 was read as Peg3 promoter -41, aDG glyco act -0.1, MITF TRPM1 inh 0, Exocytosis inh -2, NR2E3 ag-1 -2, NR2E3 ag-2 -31, iPSC survival up 0.2, Vif inh 14, CaV13 FRET inh -5, PDI inh 1 and HIF-2a inh -62.
O=C(NCc1cccc(C(F)(F)F)c1)C1CC(c2ccccc2[N+](=O)[O-])=NO1 (stereo unspecified) was read as Peg3 promoter -2, aDG glyco act 0.4, MITF TRPM1 inh 1, Exocytosis inh 22, NR2E3 ag-1 -2, NR2E3 ag-2 -13, iPSC survival up 2.1, Vif inh 1, CaV13 FRET inh -11, PDI inh 3 and HIF-2a inh -15.
Screening CN(CC(=O)NCCc1ccc(S(N)(=O)=O)cc1)S(=O)(=O)c1ccc(Br)s1 returned Peg3 promoter -4, aDG glyco act -0.1, MITF TRPM1 inh 4, Exocytosis inh 4, NR2E3 ag-1 4, NR2E3 ag-2 -12, iPSC survival up -0.3, Vif inh 62*, CaV13 FRET inh -4, PDI inh -1 and HIF-2a inh 7.
`CN(Cc1ccccc1)N=Nc1ccccc1` gave Peg3 promoter -2, aDG glyco act 0.0, Exocytosis inh -2, NR2E3 ag-2 -27, iPSC survival up 3.0, Vif inh -2, CaV13 FRET inh -15, PDI inh 3 and HIF-2a inh -10.
For CC1=C(C#N)C(c2ccc(O)cc2)C2=C(CC(C)(C)CC2=O)N1 (stereo unspecified) the results were Peg3 promoter 12, aDG glyco act 0.1, MITF TRPM1 inh 8, Exocytosis inh -1, NR2E3 ag-1 0, NR2E3 ag-2 -10, iPSC survival up -0.4, Vif inh -7, CaV13 FRET inh -7, PDI inh 0 and HIF-2a inh 8.
For CC1CC(C)CN(CCCNC(=O)C2CCN(c3nnc(-n4cccc4)s3)CC2)C1 (stereo unspecified) the results were Peg3 promoter -17, aDG glyco act 1.8, MITF TRPM1 inh -14, Exocytosis inh -35, NR2E3 ag-1 4, NR2E3 ag-2 7, iPSC survival up -0.3, Vif inh 6, CaV13 FRET inh -2, PDI inh 5 and HIF-2a inh 5.
Screening O=[N+]([O-])c1ccccc1C=NNc1ccccc1 returned Peg3 promoter -252, aDG glyco act -0.6, MITF TRPM1 inh -23, Exocytosis inh 10, NR2E3 ag-2 -38, iPSC survival up 1.9, Vif inh -4, CaV13 FRET inh -16, PDI inh 6 and HIF-2a inh -183.
`CCN(CC(=O)NCc1ccc(Cl)cc1)C(=O)NCc1ccc(Cl)cc1` gave Peg3 promoter 23, aDG glyco act 0.1, MITF TRPM1 inh 19, Exocytosis inh 14, NR2E3 ag-1 -1, NR2E3 ag-2 -2, iPSC survival up -0.2, Vif inh -14, CaV13 FRET inh -4, PDI inh -1 and HIF-2a inh 12.
For CC(=O)Nc1ccc(-c2cc(-c3ccc(NC(C)=O)cc3)nc(-c3ccccc3)n2)cc1 the results were Peg3 promoter 18, aDG glyco act -0.3, MITF TRPM1 inh -9, Exocytosis inh 3, NR2E3 ag-1 6, NR2E3 ag-2 -3, iPSC survival up 2.7, Vif inh 3, CaV13 FRET inh -7, PDI inh 1 and HIF-2a inh -13.
For Oc1c(Br)cc(/C=N/NC(=S)NCc2ccco2)cc1Br the results were Peg3 promoter 18, aDG glyco act -0.2, MITF TRPM1 inh 2, Exocytosis inh -6, NR2E3 ag-1 -2, NR2E3 ag-2 -22, iPSC survival up -0.7, Vif inh 18, CaV13 FRET inh -1, PDI inh -7 and HIF-2a inh 12.
`CCCCCCCc1c(C)nc(N2CCOCC2)[nH]c1=O` gave Peg3 promoter 9, aDG glyco act 0.1, MITF TRPM1 inh -6, Exocytosis inh 0, NR2E3 ag-1 2, NR2E3 ag-2 -5, iPSC survival up 3.4, Vif inh 11, CaV13 FRET inh -4, PDI inh 8 and HIF-2a inh 12.
`Cc1nn2c3c(cnc2c1-c1ccccc1)C(=O)CC(c1ccco1)C3` (stereo unspecified) gave Peg3 promoter -72, aDG glyco act 0.0, MITF TRPM1 inh -14, Exocytosis inh 0, NR2E3 ag-1 2, NR2E3 ag-2 -28, iPSC survival up -2.9, Vif inh -13, CaV13 FRET inh -5, PDI inh 2 and HIF-2a inh -157.
`CCOC(=O)CN1C(=O)CC(c2ccccc2)C1=O` (stereo unspecified) gave Peg3 promoter 18, aDG glyco act 0.0, MITF TRPM1 inh -1, Exocytosis inh -10, NR2E3 ag-1 1, NR2E3 ag-2 -2, iPSC survival up -0.6, Vif inh -4, CaV13 FRET inh -20, PDI inh -7 and HIF-2a inh 14.
COc1ccc(C2CC(c3ccc(F)cc3)Nc3nc(N)nn32)cc1OC (stereo unspecified) was read as Peg3 promoter -1, aDG glyco act -0.1, MITF TRPM1 inh -4, Exocytosis inh -1, NR2E3 ag-1 4, NR2E3 ag-2 -6, iPSC survival up -1.5, Vif inh 6, CaV13 FRET inh -2 and HIF-2a inh 12.
`O=C(Nc1nc(-c2ccccc2)c(-c2ccccc2)o1)c1ccc(F)cc1` gave Peg3 promoter -3, aDG glyco act 1.9, MITF TRPM1 inh 29, Exocytosis inh -5, NR2E3 ag-1 0, NR2E3 ag-2 37, iPSC survival up 1.1, Vif inh 9, CaV13 FRET inh -3, PDI inh 13 and HIF-2a inh -20.
`CS(=O)(=O)N1CCN(c2ccccc2NC(=S)NC(=O)c2ccccc2[N+](=O)[O-])CC1` gave Peg3 promoter 38, aDG glyco act -0.6, MITF TRPM1 inh 4, Exocytosis inh -2, NR2E3 ag-1 1, NR2E3 ag-2 -12, iPSC survival up 1.0, Vif inh -12, CaV13 FRET inh -5, PDI inh -6 and HIF-2a inh 21.
Screening COc1cccc(-c2nc(CCl)cs2)c1OC returned Peg3 promoter -12, aDG glyco act 0.5, MITF TRPM1 inh -5, Exocytosis inh -5, NR2E3 ag-1 1, NR2E3 ag-2 -16, iPSC survival up -0.5, Vif inh 1, CaV13 FRET inh -5, PDI inh 1 and HIF-2a inh -32.
O=C(Nc1cnn(C23CC4CC(CC(C4)C2)C3)c1)c1cnn2cccnc12 was read as Peg3 promoter -151, aDG glyco act -0.3, MITF TRPM1 inh -72, Exocytosis inh -4, NR2E3 ag-1 -4, NR2E3 ag-2 -70, iPSC survival up -4.7, Vif inh 3, CaV13 FRET inh -7, PDI inh 3 and HIF-2a inh -96.
For CC(=O)c1ccc(N2CCN(C(=O)Cc3n[nH]c(=O)c4ccccc34)CC2)cc1 the results were Peg3 promoter 13, aDG glyco act -0.1, MITF TRPM1 inh -3, Exocytosis inh 0, NR2E3 ag-1 -2, NR2E3 ag-2 -5, iPSC survival up 2.5, Vif inh 2, CaV13 FRET inh -5, PDI inh 2 and HIF-2a inh 5.

Three records drawn at random from the list so far:
Screening COc1cccc(-c2nc(CCl)cs2)c1OC returned Peg3 promoter -12, aDG glyco act 0.5, MITF TRPM1 inh -5, Exocytosis inh -5, NR2E3 ag-1 1, NR2E3 ag-2 -16, iPSC survival up -0.5, Vif inh 1, CaV13 FRET inh -5, PDI inh 1 and HIF-2a inh -32.
COc1ccc(C2CC(c3ccc(F)cc3)Nc3nc(N)nn32)cc1OC (stereo unspecified) was read as Peg3 promoter -1, aDG glyco act -0.1, MITF TRPM1 inh -4, Exocytosis inh -1, NR2E3 ag-1 4, NR2E3 ag-2 -6, iPSC survival up -1.5, Vif inh 6, CaV13 FRET inh -2 and HIF-2a inh 12.
`CCOC(=O)CN1C(=O)CC(c2ccccc2)C1=O` (stereo unspecified) gave Peg3 promoter 18, aDG glyco act 0.0, MITF TRPM1 inh -1, Exocytosis inh -10, NR2E3 ag-1 1, NR2E3 ag-2 -2, iPSC survival up -0.6, Vif inh -4, CaV13 FRET inh -20, PDI inh -7 and HIF-2a inh 14.
